Apoferritin bind: binds horse apoferritin like a general anesthetic; P02791; apoferritin/1-aminoanthracene competitive binding, fluorescence; Potency, µM (titrated, usually from 77.5 µM), for inactives: at the highest dose activity change, negative = displacement, most hits filed as inhibitors; 350,000 tested, 0.074% active; also: potency is read from the fitted curve at half-maximal effect; % is scaled to controls: 0 for no effect and ±100 for the full control effect; nearly all actives have a fitted effect of over 20% in size
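Concentration-response curves derived by four-parameter Hill fitting of normalized fluorescence, where compounds displaced 1-AMA from 10 uM horse apoferritin following a brief 10 min room-temperature incubation; propofol titration acted as positive control.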
ERG Ets-DNA blk: inhibitors of human ERG Ets domain-DNA interaction; P11308; 370,000 tested, 0.028% active; fluorescence polarization, His-ERG Ets domain / labelled DNA; Potency, µM (top dose mostly 76.9 µM), inactives show top-dose FP activity, negative = inhibition, actives largely listed as inhibitors; AID 624246; active = well fitted inhibition curve with a large enough effect in the polarisation, with a control signal flat; inconclusive = small, poorly fitted or top-dose-only effect, or effect the other way, or a change in a side signal; inactive = no such curve, though single readings can be large or run the other way; the % refers to the polarisation;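 also: polarization taken with two DNA probes labelled with fluorescein and Texas red; potency is read from the fitted curve at half-maximal effect; % of control where 0% means no effect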
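His-tagged ERG Ets domain (1 uM in the protein solution; 300mM KCl, 50mM Tris-HCl, 1mM EDTA, 1mM DTT, pH 7.5) received compound, then a probe mix of 5 nM fluorescein-DNA and 100nM Texas-615-DNA. Fluorescence polarization was read for both dyes.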
Pol kappa inh: DNA polymerase kappa (human) inhibition; AID 588579; Q9UBT6; Potency, µM (top dose mostly 107 µM), without a hit: at the highest dose activity, negative = inhibition, most hits filed as inhibitors; 400,000 tested, 0.53% active; purified Pol kappa, fluorescent DNA synthesis assay, 10 min; also: potency is read from the fitted curve at half-maximal effect; % is scaled to controls: 0 for no effect and ±100 for the full control effect
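Inhibition of 10 nM Pol kappa is measured by a fluorescent read-out at 0 and 10 min following addition of 50 nM substrate (final), with a 15-min room-temperature compound preincubation.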
12-LOX inh: inhibitors of human 12S-lipoxygenase ALOX12; purified 12hLO, xylenol orange hydroperoxide absorbance; Potency, µM (series often up to 108 µM), for the others: top-dose activity change, negative = inhibition, most hits filed as inhibitors; 580,000 tested, 1.1% active; P18054; AID 1671190; also: potency is read from the fitted curve at half-maximal effect; % is scaled to controls: 0 for no effect and ±100 for the full control effect
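Purified human 12hLO (150 nM final) in 25 mM Hepes, 0.01% Triton X-100, pH 7.0 was preincubated 15 min at room temperature with compound. Then 40 uM arachidonic acid was added, 30 min. Hydroperoxide was read by Fe-XO absorbance ratio 573/405 nm.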
APEX1 inh: APE1 (human) endonuclease inhibition | 350,000 tested, 0.35% active | P27695 | Potency, µM (titrated, usually from 65.8 µM), inactives show at the top dose activity change, negative = inhibition, actives largely listed as inhibitors | recombinant APE1, TAMRA/BHQ-2 abasic DNA cleavage fluorescence;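 also: potency is read from the fitted curve at half-maximal effect; plate controls were vehicle for no effect and reference inhibitor for full effect; nearly all actives have a fitted effect of over 55% in size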
Target sequence (P27695 whole entry, looked up): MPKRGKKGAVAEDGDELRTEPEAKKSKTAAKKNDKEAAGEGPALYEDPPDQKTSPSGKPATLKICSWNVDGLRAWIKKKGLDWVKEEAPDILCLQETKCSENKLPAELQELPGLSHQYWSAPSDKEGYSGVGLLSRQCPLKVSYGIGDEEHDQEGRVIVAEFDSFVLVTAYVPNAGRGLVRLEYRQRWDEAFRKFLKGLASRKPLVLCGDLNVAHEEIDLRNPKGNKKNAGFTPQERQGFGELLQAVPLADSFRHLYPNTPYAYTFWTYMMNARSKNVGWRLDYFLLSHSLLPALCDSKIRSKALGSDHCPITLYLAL
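Readout is kinetic fluorescence (ex 525, em 598 nm) from cleavage of 50 nM TAMRA/BHQ-2 THF abasic duplex by 0.75 nM APE1, compound added 15 min beforehand at RT.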
POLB inh: inhibitors of human DNA polymerase beta | Pol beta primer extension/strand displacement, fluorescence kinetic | Potency, µM (series often up to 114 µM), for inactives: at the highest dose activity change, negative = inhibition, most hits filed as inhibitors | 340,000 tested, 1.3% active | AID 485314; also: potency is read from the fitted curve at half-maximal effect; % is scaled to controls: 0 for no effect and ±100 for the full control effect
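Preincubation: enzyme (10 nM) with compound, 15 min, RT. Reaction: substrate added to 50 nM final. Reads: 0 and 10 min. Analysis: normalized, Hill fit.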
BLM inh: Bloom syndrome helicase (human) inhibition; P54132; recombinant BLM DNA unwinding, fluorescence dequenching; AID 2528; Potency, µM (highest dose often 56.1 µM), for inactives: at the highest dose activity change, negative = inhibition, actives largely listed as inhibitors; 350,000 tested, 0.2% active;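 also: potency is read from the fitted curve at half-maximal effect; plate controls were vehicle for no effect and no enzyme for full effect; nearly all actives have a fitted effect of over 35% in size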
TRHR ag: TRH receptor (human) agonism | P34981 | TRHR cells, calcium flux fluo-8, FDSS agonist mode | activation, % at 2 µM | 360,000 tested, 0.18% active | AID 493084; in the data active = activation above about 30%; also: 0% is about no effect
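Steps: seed TRHR cells overnight; add fluo-8 no-wash Ca dye, RT 30 min–1.5 h; record 10 s baseline; pin-transfer compounds; monitor fluorescence 1 cycle/s for the agonist window. Calcium increases flag candidate agonists.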
Pol iota inh: blocks human DNA polymerase iota activity. Potency, µM (highest dose often 115 µM), for inactives: at the top dose activity, negative = inhibition, actives largely listed as inhibitors. 390,000 tested, 1% active. Pol iota fluorescent replication assay, 10 min. Q9UNA4; also: potency is read from the fitted curve at half-maximal effect
Target sequence (Q9UNA4 whole entry, looked up): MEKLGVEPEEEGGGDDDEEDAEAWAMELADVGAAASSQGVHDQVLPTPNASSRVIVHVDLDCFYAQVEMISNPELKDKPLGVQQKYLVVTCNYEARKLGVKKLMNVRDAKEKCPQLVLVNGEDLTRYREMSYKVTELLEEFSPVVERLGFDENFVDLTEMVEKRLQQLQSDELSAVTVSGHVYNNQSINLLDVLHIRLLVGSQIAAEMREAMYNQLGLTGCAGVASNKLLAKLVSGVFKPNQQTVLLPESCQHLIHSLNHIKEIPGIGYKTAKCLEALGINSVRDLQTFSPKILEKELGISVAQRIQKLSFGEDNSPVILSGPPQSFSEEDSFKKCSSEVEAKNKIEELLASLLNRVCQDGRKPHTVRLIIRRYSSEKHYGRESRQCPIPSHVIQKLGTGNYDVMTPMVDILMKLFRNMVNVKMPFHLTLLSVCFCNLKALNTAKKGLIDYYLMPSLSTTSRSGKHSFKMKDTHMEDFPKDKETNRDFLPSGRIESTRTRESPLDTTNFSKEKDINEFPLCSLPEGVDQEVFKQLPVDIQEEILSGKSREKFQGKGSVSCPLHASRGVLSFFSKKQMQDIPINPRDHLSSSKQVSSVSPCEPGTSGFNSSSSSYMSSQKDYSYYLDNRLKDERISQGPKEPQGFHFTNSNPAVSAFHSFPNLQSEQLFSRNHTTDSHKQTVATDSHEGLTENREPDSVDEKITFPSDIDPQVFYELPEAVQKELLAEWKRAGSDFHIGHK
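Pol iota at 10 nM preincubated 15 min with compounds at room temperature; reaction started with fluorescent substrate, 50 nM final. Fluorescence read kinetically at 0 and 10 min; buffer-only wells as negative control.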
Starred values were filed as active, the others as inactive; u = inconclusive; x = no result given; & = joins results of further samples; [ ] = dose if it differs, or a comment. Unless noted, calls follow the shape of the dose curve; as a rule, active = well fitted curve in the direction sought with a large enough effect; inconclusive = small, poorly fitted or top-dose-only effect, or another doubt; inactive = no such curve, though single readings can be large; an effect the other way counts as inactive or inconclusive. Some of the compounds tested; the hit share may differ from the screen's.

SMILES	Apoferritin bind	ERG Ets-DNA blk	Pol kappa inh	12-LOX inh	APEX1 inh	POLB inh	BLM inh	TRHR ag	Pol iota inh
O=C(NCc1nnc(SCC(=O)N2CCCC2)o1)c1ccco1	-6%	0%	9%	0%	-2%	-4%	-4%	0.3	23%
COc1ccccc1NC(=O)CSC1=Nc2ccccc2C2=NC(CCC(=O)NCCc3ccccc3)C(=O)N12 (stereo not drawn)	-3%	-1%	-1%[60.1 µM]	5%	x	25%	3%	-0.4	5%
COc1ccc(OC)c(NC(=O)c2ccno2)c1	-3%	-2%	-4%	-16%	6%	-22%	-14%	1.3	53%[activator]
CCOc1ccc(S(=O)(=O)N2CCN(C)CC2)cc1NC(=O)c1ccccc1F	-21%	11%	9%	-7%	29%	-4%	-6%	-0.6	93%[activator]
COC(=O)c1cc2sc(Cl)cc2n1CC(=O)Nc1cc(C)cc(C)c1	-15%	-4%	-19%	-9%	x	1%	-3%	0.3	1%
COc1cc(C(=O)Nc2nonc2-c2ccc(C)c(C)c2)cc(OC)c1OC	-6%	1%	3%	u	x	-2%	-4%	0.0	2%
Cc1c2cnn(CC(=O)Nc3c(F)c(F)cc(F)c3F)c(=O)c2c(C)n1Cc1ccccc1F	-10%	10%	45µM*	20µM*	u	6.3µM*	u	1.0	18µM*
CCOC(=O)c1c(C)[nH]c(C)c1S(=O)(=O)N1CCCC(C(=O)N2CCN(c3cccc(C)c3C)CC2)C1 (stereo not drawn)	-3%	2%	-14%[60.1 µM]	-24%	x	8%	-9%	-0.3	-7%
Nc1nnc(SCC(=O)OCC(=O)Nc2ccccc2F)s1	-5%	-2%	-6%	-5%	0%	2%	-11%	0.1	1%
O=C(NCc1ccccc1F)c1cccc(S(=O)(=O)N2CCCCCC2)c1	x	-13%	-6%	387%[activator]	-15%	x	x	0.5	-30%
CCOc1ccc(S(=O)(=O)N2CCCC(C(=O)NCc3ccccn3)C2)cc1Cl (stereo not drawn)	x	10%	-3%	8%	6%	x	x	-1.5	4%
Cc1cc(=O)oc2c(C)c(OC3CCCCC3=O)ccc12 (stereo not drawn)	-7%	9%	4%	0%	4%	23%	2%	-0.1	28%
COc1ccc(-n2c(=S)[nH]c3sc(-c4ccccc4)cc3c2=O)c(OC)c1	-1%	-10%	-14%	u	2%	-4%	0%	-0.2	118%[activator]
CCn1c2ccccc2c2cc(CN3CCN(Cc4ccc(Cl)cc4)CC3)ccc21	9%	2%	-14%	u	x	-9%	-1%	-0.8	3%
Cc1nnc(SCCC#N)n(CCC#N)c1=O	-3%	-3%	-20%	13%	6%	4%	-1%	0.6	7%
CCOc1cc(C2NC(=O)c3ccccc3O2)ccc1OC (stereo not drawn)	-5%	-7%	-7%	32%[activator]	0%	59%	-2%	0.4	124%[activator]
COc1ccc(Cl)cc1NC(=O)C/C(C)=N/NC(=O)c1ccccc1[N+](=O)[O-]	-11%	-13%	-2%	u	46%	0%	-1%	0.4	17%
CC(=O)N1CCc2ccc(S(=O)(=O)N3CC(C)OC(C)C3)cc21 (stereo not drawn)	7%	-2%	-6%	-4%	-2%	14%	3%	-1.1	1%
Cc1cc(=O)cc(C)n1-c1ccccc1Br	-3%	1%	0%	19%	6%	12%	-1%	0.0	19%
CC(C)(C)c1ccc(N2C(=O)CC(C/C=C/c3ccccc3)C2=O)cc1 (stereo not drawn)	10%	1%	13%	-22%	-4%	-4%	-3%	0.4	46%[activator]
Cc1nc2c(nnn2Cc2c(Cl)cccc2Cl)c(=O)[nH]1	-19%	-1%	-15%	0%	8%	3%	-7%	0.0	104%[activator]
Cc1cc(C)nc(NC(=O)c2cccs2)n1	-5%	6%	-5%	-12%	-4%	17%	-2%	0.6	4%
N#Cc1ccc(OCC(=O)NNC(=S)NC(=O)C2CC2)cc1	x	1%	0%	-11%	4%	x	x	x	10%
Cc1ccc2c(=O)cc(C(=O)Nc3ccc(S(=O)(=O)N4CCCCC4)cc3)oc2c1C	u	6%	7%	-8%	x	10%	-1%	-1.1	10%
FC(F)(F)c1cccc(N2CCN(C(=S)NC3CCCC3)CC2)c1	-12%	14%	-7%	-18%	-6%	-4%	-4%	0.5	u
O=c1ccc2ccc(OCCOc3cccc(Cl)c3)cc2o1	-3%	-8%	-17%	-2%	4%	4%	-7%	0.2	1%
O=C(NCc1ccco1)/C(=C/c1cccnc1)NC(=O)c1cccc(Br)c1	-8%	-4%	-4%	0%	0%	26%	-2%	-0.5	22%
Cc1ccc(/C=C/c2onc(C)c2S(=O)(=O)N2CCC(C(=O)N3CCN(c4ccccc4F)CC3)CC2)cc1	32%[activator]	1%	-1%[60.1 µM]	-19%	x	8%	-3%	0.3	15%
COc1ccc(OC)c(NC(=O)c2cc3c(n(-c4ccc(Cl)cc4)c2=O)CC(C)(C)CC3=O)c1	-7%	1%	-16%	-24%	x	22%	0%	-0.1	41%[activator]
COc1ccc(-c2nc(CN3CCC(C(=O)NC4CCCC4)CC3)c(C)o2)cc1OC	0%	3%	-2%	6%	44%	9%	1%	0.0	34%[activator]
CCCCC(CCCCl)C(=O)Nc1ccccc1 (stereo not drawn)	-1%	2%	-1%	-9%	5%	-19%	-7%	0.2	44%[activator]
CN(C)c1ccc(/C=[N+](\[O-])C(C)(C)/C=N/O)cc1	u	-5%	2%	-27%	-1%	-3%	1%	-0.1	29%
CC(C)C(=O)N1CCN(c2ccc(NC(=O)c3ccc4c(c3)OCCO4)cc2Cl)CC1	-5%	0%	-12%	-12%	4%	13%	-3%	0.6	46%[activator]
O=C(OCc1ccccc1)/C(=C/c1ccccc1Cl)NC(=O)c1ccco1	-23%	5%	-12%	0%	15%	29%	-10%	0.1	18%
Cc1cc(C(=O)NCC2COc3ccccc3O2)c2ccccc2n1 (stereo not drawn)	-10%	6%	-4%	u	2%	-1%	-3%	-0.9	102%[activator]
CN(Cc1nc(-c2cccnc2)no1)S(=O)(=O)c1ccccc1	0%	-4%	1%	72%[activator]	5%	-20%	1%	1.7	7%
COCCCN1CC(=O)N2C(c3cccc(OC)c3OC)c3[nH]c4ccccc4c3C[C@H]2C1=O (stereo partly drawn)	-15%	0%	-21%	2%	-9%	12%	-5%	-1.0	16%
C=C[C@@H]1c2cc(C)ccc2N(S(=O)(=O)c2ccc(C)cc2)[C@H](c2ccccc2C(F)(F)F)C1(C#N)C#N	x	19%	-8%&2%	5%	-5%	x	x	0.7	-9%&34%
COc1ccc(-c2cn3c(n2)sc2cc(C(=O)NCCCc4ccccc4)ccc23)cc1	-5%	7%	-6%	u	x	-3%	0%	-0.1	10%
COc1ccc(N=Nc2nc(-c3ccccc3)c(-c3ccccc3)[nH]2)cc1	-13%	-16%	-8%	u	-5%	1%	-9%	0.7	76%[activator]
Cc1ccc(S(=O)(=O)N2CCC(C(=O)OCC(=O)N3CCCC3=O)CC2)cc1C	x	1%	-2%	-6%	-9%	x	x	-0.1	7%
CCOC(=O)c1[nH]c2ccc(OC)cc2c1NC(=O)CCN1CCC(C)CC1	15%	0%	-20%	u	0%	4%	-4%	-0.2	-11%
CCCN1C(C(=O)c2ccccc2)=C(OC(=O)C(C)(C)C)c2ccccc2S1(=O)=O	u	-3%	0%	-31%	x	-21%	-9%	0.2	11%
COc1cccc(NC(=O)CSc2nccn2-c2cccc(OC)c2)c1	-16%	-8%	-12%	0%	4%	-1%	-4%	-0.4	6%
CCc1cc2c(COC(=O)c3cc(S(=O)(=O)N4CCOCC4)ccc3F)cc(=O)oc2cc1O	x	4%	-4%	-10%	-24%	x	x	-3.7	32%[activator]

Records above printed as active in Pol iota inh:
SMILES,ERG Ets-DNA blk,Pol kappa inh,12-LOX inh,APEX1 inh,BLM inh,Pol iota inh
Cc1c2cnn(CC(=O)Nc3c(F)c(F)cc(F)c3F)c(=O)c2c(C)n1Cc1ccccc1F,10%,45µM*,20µM*,u,u,18µM*

(list continues)
SMILES	Apoferritin bind	ERG Ets-DNA blk	Pol kappa inh	12-LOX inh	APEX1 inh	POLB inh	BLM inh	TRHR ag	Pol iota inh
Cc1nn2cc(-c3ccccc3)nc2s1	-21%	x	-4%	-1%	1%	33%	-1%	-0.3	24%
COc1cccc(C(=O)Oc2cc(C)[nH]c(=O)c2[N+](=O)[O-])c1OC	2%	-25%	-25%	u	u	-3%	1%	0.1	19%
CC12CCC(C(=O)O)(c3nc(C#N)c(C#N)nc31)C2(C)C (stereo not drawn)	-3%	2%	-3%	4%	17%	47%	-6%	-0.2	-4%
Cc1nnc(NC(=O)c2ccc(S(=O)(=O)N3CCCCC3)cc2)s1	x	5%	-4%	0%	4%	x	x	x	2%
COc1cccc(NC(=O)c2oc3ccccc3c2NC(=O)COc2ccccc2C)c1	-2%	-2%	-11%	-14%	x	5%	0%	-1.4	25%
CC12CCCCN1CCCc1c2[nH]c2ccccc12 (stereo not drawn)	-11%	x	-9%	u	-3%	-16%	3%	1.0	7%
COc1ccc(-c2cc(C(=O)Nc3cccc(O)c3)no2)cc1	-4%	0%	-5%	u	23%	10%	-3%	0.8	19%

Four records drawn at random from those above:
SMILES	Apoferritin bind	ERG Ets-DNA blk	Pol kappa inh	12-LOX inh	APEX1 inh	POLB inh	BLM inh	TRHR ag	Pol iota inh
CC12CCCCN1CCCc1c2[nH]c2ccccc12 (stereo not drawn)	-11%	x	-9%	u	-3%	-16%	3%	1.0	7%
Cc1nnc(NC(=O)c2ccc(S(=O)(=O)N3CCCCC3)cc2)s1	x	5%	-4%	0%	4%	x	x	x	2%
COc1ccc(-c2cc(C(=O)Nc3cccc(O)c3)no2)cc1	-4%	0%	-5%	u	23%	10%	-3%	0.8	19%
Cc1nn2cc(-c3ccccc3)nc2s1	-21%	x	-4%	-1%	1%	33%	-1%	-0.3	24%

Assay outcomes deposited in PubChem BioAssay by National Center for Advancing Translational Sciences (NCATS).
